Source: PubChem (several laboratories)
HGIII-sPLA2 inh = Inhibits HGIII-sPLA2 liposome hydrolysis, primary screen; Q9NZ20; QFRET BODIPY PC-A2 liposome hydrolysis, fluorescence; inhibition, % at 12.2 µM; actives 0.56% (n = 370,000); AID 743126;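 active = inhibition above mean plus 3 SD of compounds lying within the high and low control bounds, cut at about 19% in these data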;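 note: 0% = median of test compound wells and 100% = no enzyme DMSO wells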
Target sequence (Q9NZ20 whole entry, looked up): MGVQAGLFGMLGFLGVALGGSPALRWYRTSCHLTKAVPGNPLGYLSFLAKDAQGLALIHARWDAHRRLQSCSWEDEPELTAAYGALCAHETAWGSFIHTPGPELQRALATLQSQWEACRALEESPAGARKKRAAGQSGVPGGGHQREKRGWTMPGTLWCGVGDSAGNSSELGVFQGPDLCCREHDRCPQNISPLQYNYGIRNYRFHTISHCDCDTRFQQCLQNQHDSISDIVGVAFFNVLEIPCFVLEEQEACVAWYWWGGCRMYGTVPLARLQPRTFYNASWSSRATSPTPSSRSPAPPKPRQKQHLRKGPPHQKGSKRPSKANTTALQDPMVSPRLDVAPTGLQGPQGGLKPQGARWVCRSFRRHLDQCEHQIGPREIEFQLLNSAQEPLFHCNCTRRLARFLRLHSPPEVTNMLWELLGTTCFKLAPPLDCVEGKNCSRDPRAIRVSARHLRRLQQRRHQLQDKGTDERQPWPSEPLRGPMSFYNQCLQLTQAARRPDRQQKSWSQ
ADAM10 inh = inhibits human ADAM10 | O14672 | actives 0.62% (n = 370,000) | inhibition, % at 7 µM | recombinant ADAM10, EDANS/DABCYL FRET peptide cleavage, 3 h;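 active = inhibition above a per-campaign cutoff equal to the mean of compounds falling between control-based bounds plus 3 SD, cut at about 20% in these data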;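 note: 0% = DMSO wells while the 100% control is not disclosed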
Target sequence (O14672 214-748 limits assumed): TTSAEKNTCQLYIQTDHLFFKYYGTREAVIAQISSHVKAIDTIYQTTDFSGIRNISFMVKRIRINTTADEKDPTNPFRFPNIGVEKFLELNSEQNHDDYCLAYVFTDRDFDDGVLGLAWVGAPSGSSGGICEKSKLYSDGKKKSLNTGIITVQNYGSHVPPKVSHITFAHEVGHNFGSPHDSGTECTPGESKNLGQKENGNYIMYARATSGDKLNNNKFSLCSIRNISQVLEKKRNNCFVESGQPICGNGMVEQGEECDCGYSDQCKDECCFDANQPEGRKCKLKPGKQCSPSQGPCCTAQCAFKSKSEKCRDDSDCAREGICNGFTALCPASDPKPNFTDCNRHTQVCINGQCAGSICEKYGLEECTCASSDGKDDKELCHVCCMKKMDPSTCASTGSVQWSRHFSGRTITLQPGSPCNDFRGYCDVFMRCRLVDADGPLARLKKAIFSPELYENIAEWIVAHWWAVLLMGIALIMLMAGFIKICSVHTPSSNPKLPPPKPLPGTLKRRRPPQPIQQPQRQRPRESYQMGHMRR
ARFGAP1 inhibitor = inhibits rat ARF GTPase activating protein 1 | Q62848 | actives 0.26% (n = 360,000) | inhibition, % at 16.5 µM | Arfgap1-stimulated ARF1 GTP hydrolysis, GDP FP detection;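 active = inhibition above a per-plate limit, mean inhibition of low control wells plus 3 SD, cut at about 25% in these data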;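 note: 0% = DMSO wells with enzyme and 100% = wells lacking Arfgap1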
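System: truncated rat Arfgap1 GAP domain / Medium: HEPES-based buffer, pH 7.5 / Also added: N-terminally truncated human ARF1-GTP substrate / Incubation: enzyme reaction 120 min at 25 °C after 20 min preincubation / Measured by: FP of antibody-bound GDP Alexa 633 tracer, ex 620/em 688 nm / Replicates: singlicate, each compound tested once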
rCAG binder = molecules binding r(CAG) RNA repeats; r(CAG) RNA repeat, TO-PRO-1 dye displacement fluorescence; inhibition, % at 3 µM; actives 1.3% (n = 370,000);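 active = inhibition above the plate cutoff, the mean of all test compounds on that plate plus 3 SD, cut at about 35% in these data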;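 note: 0% = DMSO alone and 100% = 100 µM mitoxantrone as full dye displacement; higher means more dye released from RNA so lower well fluorescence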
ASAP1 inh = inhibitors of human ASAP1 ArfGAP activity | Q9ULH1 | ASAP1-stimulated ARF1 GTP hydrolysis, GDP FP detection | inhibition, % at 16.5 µM | actives 0.19% (n = 360,000); in the data active = inhibition above about 25%;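 note: 0% = vehicle with enzyme and substrate and 100% = no enzyme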
GAA850 FXN act = frataxin GAA850 promoter activation; HEK293 lucGAA850 FXN promoter luciferase reporter, 24 h; percent of 10 µM SAHA response; activation, % at 6 µM; actives 0.56% (n = 360,000);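 active = activation above the average of all compounds screened plus 3 SD, cutoff fixed separately per campaign, cut at about 7.5% in these data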;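 note: 0% = DMSO wells and 100% = 10 µM SAHA wells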
KLK7 zymogen act = activators of human kallikrein-7 zymogen; activation, % at 7 µM; actives 0.9% (n = 370,000); purified proKLK7, EDANS-DABCYL substrate fluorescence; 100% is mature enzyme control, 0% vehicle; P49862;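 active = activation above the mean of all tested compounds plus 3 SD, computed per campaign excluding outliers beyond control limits, cut at about 13% in these data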
Tn6 DDE FP = inhibitors of Tn6 peptide binding to human fibrin DD(E); inhibition, % at 8.3 µM; Fibrin DD(E) TRITC-Tn6 fluorescence polarization displacement; AID 720509; actives 0.21% (n = 370,000);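 active = inhibition above a per-campaign cutoff: mean of compounds within control limits plus 3 SD, cut at about 15% in these data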;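 note: 0% = median of all compound wells on the plate and 100% = blocking peptide control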
NPR1 activator = GC-A (human) enzyme activation; P16066; HEK293 GC-A cells, cGMP TR-FRET, EC30 ANP; 0% at EC30 ANP, 100% saturating ANP; activation, % at 10 µM; actives 0.14% (n = 370,000); AID 1671463; in the data active = activation above about 40%
GC-B act = GC-B (human) receptor activation; activation, % at 10 µM; actives 0.11% (n = 370,000); P20594; AID 1920062; HEK293-GC-B cells, CNP EC30, cGMP TR-FRET; 0% at EC30 CNP, 100% saturating CNP;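 active = activation at 10 µM reaching about 35% in either raw or pattern-adjusted values, limit read from the data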
* hit, by the source's call; i = inactive; . = no result given; & = joins results of further samples. Outcome played no part in choosing rows. Share with any hit: about 4.5%.

SMILES	HGIII-sPLA2 inh	ADAM10 inh	ARFGAP1 inhibitor	rCAG binder	ASAP1 inh	GAA850 FXN act	KLK7 zymogen act	Tn6 DDE FP	NPR1 activator	GC-B act
Cc1cccc(-n2c(-c3ccc(Br)o3)n[nH]c2=S)c1	18	-1	4	5	8	0.3	0.1	6	1	-4
Cc1nnc(SCC(=O)NC(C)(C)C)n1C1CCCCC1	6	0	8	-4	-8	-0.3	0.1	-5	-3	1
CC(=O)Nc1ccc2nc(NC(=O)c3ccco3)sc2c1	-3	-4	10	2	7	3.5	0.0	-4	1	-2
Cc1ccccc1OCC(=O)OCn1nnc2ccccc2c1=O	-2	4	-4	-2	8	1.6	-0.3	-2	2	-3
CCOC(=O)CSc1nnc(Cc2ccc(OC)cc2)n1-c1ccccc1	-1	10	-12	-2	-4	1.9	0.2	3	-5	-3
CCOC(=O)c1cc2c(c(-c3ccccc3)n1)[C@@H](CCO)N(S(=O)(=O)C(C)(C)C)C2	-2	3	1	0	14	4.3	-0.6	-3	5	-3
CCc1ccccc1N1C(=O)C2CC(C)=C(C)CC2C1=O (configuration not stated)	-6	4	7	-3	1	0.1	-0.1	-1	1	-3
CCN(C(=O)CSc1ncn[nH]1)C1CCCCC1	3	2	-1	-1	-6	-2.1	-0.2	5	0	9
CCOC(=O)c1cnc(SC)nc1Oc1cccc(NC(=O)c2ccc(C)cc2)c1	2	6	7	2	-1	1.2	-0.3	-3	4	7
CC(C)(C)c1ccc(C(=O)N2CCNC(=O)C2CC(=O)Nc2ccc(F)cc2)cc1 (configuration not stated)	-5	4	11	-8	-4	1.9	0.1	1	0	7
COC(=O)[C@@]1(Cc2ccc(F)cc2)[C@H]2C(CC(=O)C(=O)N3CCCC3)C(=O)C[C@H]2CN1C(=O)c1ccccc1 (some centres not stated)	-19	-7	-13	4	14	.	1.2	-7	-4	-2
CC1CCC(NC(=O)CNC(=O)c2ccc3ccccc3c2)CC1 (configuration not stated)	15	-13	3	1	-1	0.2	0.5	0	-2	0
COC(=O)[C@]12C[C@H](CC(=O)NCc3cccs3)C(=O)N(Cc3ccc4c(c3)OCO4)C1=C[C@H](C(C)C)O[C@@H]2C1CC1	-6	7	.	5	.	.	0.8	-7	-9	-14
COC(=O)[C@H](Cc1ccccc1)NC(=O)NCCc1ccc(S(N)(=O)=O)cc1	0	3	7	2	-11	-0.5	-0.2	5	0	-1
O=C(CCc1n[nH]c(=O)[nH]c1=O)Nc1cccc([N+](=O)[O-])c1	-2	3	-24	10	-4	1.3	16*	0	2	-2
CCC(=O)N1N=C(c2ccccc2)CC1c1ccc([N+](=O)[O-])cc1 (configuration not stated)	-3	-1	1	-4	11	-0.8	-0.1	10	-6	-2
CCOC(=O)C1(CCOC)CCN(C(C)CCc2ccc(OC)cc2)CC1 (configuration not stated)	-1	1	-2	-8	6	0.0	0.5	1	-6	3
Cc1ccc(NC(=S)/N=C(\N)Nc2nc(C)c3cc(C)ccc3n2)c(C)c1	1	-29	7	26	8	2.8	-1.4	-9	-1	-8
Cc1c(NC(=O)Nc2ccc(C(C)(C)C)cc2)c(=O)n(-c2ccccc2)n1C	-3	3	1	-4	-2	1.7	0.2	-1	0	-1
C/C(=N\NC(=S)Nc1ccc(F)cc1)c1ccc2c(c1)OCCO2	-4	-2	16	4	-2	-5.2	-0.6	1	0	-2
O=C(NC1CCOC1=O)c1ccccc1 (configuration not stated)	0	-9	5	2	5	1.4	0.4	9	2	2
Cc1cccc(NC2=C(C#N)C(=O)NC3(CCCC3)S2)c1	15	2	0	-2	-2	0.1	-0.3	1	7	-2
COc1cccc(CN(C)CC(=O)Nc2cccc(S(N)(=O)=O)c2)c1OC	6	-3	15	1	-3	2.0	0.0	0	0	-7
Cn1c(CC(=O)NNC(=O)c2cncc(Br)c2)nc2ccccc21	-10	15	1	4	-5	1.2	0.3	-4	4	3
NC(Cc1ccc(C(F)(F)F)cc1)c1csc(NC(=O)Nc2ccccc2)n1 (configuration not stated)	7	-9	8	35*	-1	5.3	-0.6	-8	0	1

Two entries from above in another layout.
O=C(CCc1n[nH]c(=O)[nH]c1=O)Nc1cccc([N+](=O)[O-])c1
  HGIII-sPLA2 inh: -2
  ADAM10 inh: 3
  ARFGAP1 inhibitor: -24
  rCAG binder: 10
  ASAP1 inh: -4
  GAA850 FXN act: 1.3
  KLK7 zymogen act: 16*
  Tn6 DDE FP: 0
  NPR1 activator: 2
  GC-B act: -2

CCC(=O)N1N=C(c2ccccc2)CC1c1ccc([N+](=O)[O-])cc1 (configuration not stated)
  HGIII-sPLA2 inh: -3
  ADAM10 inh: -1
  ARFGAP1 inhibitor: 1
  rCAG binder: -4
  ASAP1 inh: 11
  GAA850 FXN act: -0.8
  KLK7 zymogen act: -0.1
  Tn6 DDE FP: 10
  NPR1 activator: -6
  GC-B act: -2

Carrying on.
SMILES	HGIII-sPLA2 inh	ADAM10 inh	ARFGAP1 inhibitor	rCAG binder	ASAP1 inh	GAA850 FXN act	KLK7 zymogen act	Tn6 DDE FP	NPR1 activator	GC-B act
CCCCOC(=O)c1ccc(NC(=O)C(=O)NCc2ccco2)cc1	3	-5	1	-8	-11	4.9	-0.2	4	-1	1
CC(C)C(NC(=O)c1ccco1)C(=O)NC1CCCCCC1 (configuration not stated)	-1	-1	6	-3	-1	-0.5	0.1	-5	-1	2
CC(=O)NC(=S)Nc1ccc(NC(=O)COc2ccc(Cl)cc2Cl)cc1	-6	5	7	2	5	0.9	-0.4	-10	3	-5
COc1cccc(CN2CCNC(=O)C2CC(=O)N(C)CCC2CCOCC2)c1OC (configuration not stated)	5	-9	12	-5	5	-1.1	-0.7	-4	3	1
CN(CC(=O)O/N=C(\N)c1cccc([N+](=O)[O-])c1)S(=O)(=O)c1ccccc1	-6	2	1	1	8	0.8	-0.4	-6	1	-3
FC(F)(F)c1cnc(-n2cc[nH]c2=S)c(Cl)c1	5	-5	0	-1	-2	-0.3	-0.6	-4	4	1
COc1ccc(CN2C(=O)C(C)S/C2=N/N=C/c2ccco2)cc1 (configuration not stated)	-6	0	-3	1	8	1.7	-0.6	0	-1	2
O=C(N/N=C/c1cccc([N+](=O)[O-])c1O)c1cccs1	-8	10	4	7	-5	0.4	-0.1	-3	0	7
CC1(C)Cc2c(cnn2-c2ccccc2)-c2c1c1ccccc1n2CC(O)CBr (configuration not stated)	9	-162	14	-3	-7	-1.3	-9.2	-1	-6	1
O=C(Nc1nnc(C2CCCO2)s1)c1ccc(Br)cc1 (configuration not stated)	-5	-6	1	1	-2	3.5	0.8	-2	2	0
O=c1[nH]c(N2CCOCC2)nc2c1CCCC2	-1	4	4	0	-2	-0.9	-0.5	-9	-4	-7
COC(=O)C1CN(Cc2ccc(OC)cc2)CCS(=O)(=O)N1Cc1cn(Cc2ccc(F)cc2)nn1 (configuration not stated)	0	-3	.	0	.	.	0.7	-2	-3	0
CN(C)c1cccc2c1c(NC(=O)c1ccc(Cl)cc1)nn2C	6	-11	0	3	-3	0.9	-0.3	1	-13	0
CCOC(=O)N1CCN(C(=O)CSc2nc3c(cnn3-c3ccc(C)cc3)c(=O)[nH]2)CC1	-12	-3	9	23	10	-3.0	-0.2	3	-7	-4
COc1cccc(-n2nnnc2SCC(=O)NC2CCCCC2)c1	-3	3	6	-2	-12	-0.2	0.3	2	-1	-3
COc1ccccc1NC(=O)COC(=O)c1ccccc1C(=O)N1CCN(c2ccccc2)CC1	-12	-4	-1	-17	5	-0.6	-0.4	13	-2	-4
Cc1cc(NC(=O)/C=C/c2ccccc2Cl)no1	-2	7	-7	2	11	2.8	-0.2	3	0	-10
O=C(Nc1ccc(N2CCOCC2)c(Cl)c1)c1ccco1	7	3	2	-5	-10	3.5	0.7	-1	3	-1
O=C(O)CCc1ccc(-c2cccs2)n1CCc1ccccc1	-24	-122	-9	22	1	1.2	-2.1	7	4	-9
O=C(O)/C=C/c1ccc(Cn2ccnc2)cc1	2&-1	3&3	20&6	2&2	1&-1	1.3&-0.9	-0.2&0.2	-3&0	2&18	9&12
CCCOc1c(OC)cccc1C1CC(=O)Nc2cc3c(cc21)OCCO3 (configuration not stated)	-14	2	-6	-1	0	-2.8	0.2	4	1	0
Cc1ccc(-c2nc3ncccn3c2NC(=O)Nc2ccc(OC(F)(F)F)cc2)cc1	1	-45	.	11	.	.	-5.8	-9	3	4
CN(C)C(=O)c1ccccc1-c1ccccc1	1	-7	4	-5	-3	0.1	-0.3	5	-3	1
Cc1cc(OCC(=O)N[C@@H](CSCc2ccccc2)C(=O)O)c2c(C)c(C)c(=O)oc2c1	-10	i	3	49*	-14	0.9	5.5	-4	-4	0
Cc1ccnc(NC(=O)COC(=O)C2COc3ccccc3O2)n1 (configuration not stated)	2	-50	6	4	2	-1.2	3.6	-2	-8	-3
Additional compounds follow:
SMILES	HGIII-sPLA2 inh	ADAM10 inh	ARFGAP1 inhibitor	rCAG binder	ASAP1 inh	GAA850 FXN act	KLK7 zymogen act	Tn6 DDE FP	NPR1 activator	GC-B act
Nc1ccc2nc(Cc3ccccc3)[nH]c2c1	2	-12	19	8	5	1.5	0.5	-5	1	-1
CC(C)C(=O)NNC(=O)CC(=O)Nc1ccccc1C(=O)O	1	0	0	-2	-6	-1.3	0.6	0	0	1
C#CCSc1nc(Cc2ccc(Cl)cc2)nc2ccccc12	-1	-2	13	2	4	2.0	0.0	-3	-1	1
CNC(=O)c1c(NC(=O)c2ccc(S(=O)(=O)N3CCCc4ccccc43)cc2)sc2c1CCN(C)C2	-31	-6	11	4	-11	3.8	-3.7	2	-8	-4
Oc1cccc2ccc(/C=C/c3ccccc3Cl)nc12	6	5	11	13	0	-0.6	10.0	-1	2	0
COc1ccc(NS(=O)(=O)c2cccc(C(=O)NCC(c3cccs3)N3CCOCC3)c2)cc1 (configuration not stated)	-13	-2	-11	6	-8	0.7	0.5	6	-2	-2
Cc1ccc(NC(=O)c2noc3c2CCc2ccccc2-3)cc1	0	3	0	1	1	-1.0	0.1	5	9	-3
CCOC(=O)c1cnc(SC)nc1Oc1cccc(NC(=O)c2ccc(Cl)cc2)c1	0	5	-13	-1	-8	2.5	0.0	9	-4	-3
CC(C)(C)NC[C@H](O)COc1cccc2c1CCCC2=O	2	-7	-2	3	3	-1.0	0.6	7	2	-3
COC(=O)C1=C(C)NC(=O)CC1c1cccc(Cl)c1Cl (configuration not stated)	1	-5	7	2	-3	0.9	-0.5	-6	-6	0
COCCOC(=O)C1=C(C)NC(=O)NC1c1cc2c(cc1Br)OCO2 (configuration not stated)	-2	-7	2	-3	-6	1.0	-0.1	-2	1	-3
CCCCNC(=O)CSc1nc2cc(OC)c(OC)cc2c(=O)n1Cc1ccc(OC)cc1	3	6	8	0	5	-0.9	0.5	-4	7	16
O=C(NN=Cc1ccc(Cl)cc1Cl)c1ccccc1	-1	-1	4	3	7	1.5	-0.3	0	-4	-3
COc1ccc(NC(C)=O)cc1NC(C)C(=O)Nc1cccc2ccccc12 (configuration not stated)	2	1	0	6	1	-0.1	0.8	1	-4	1
CN(CCc1cnn(C)c1)Cc1cn(C)nc1-c1ccc2c(c1)OCCO2	1	0	-1	-3	9	2.4	-0.3	-6	3	3
